HT1080 IDH1KD tx: qHTS for induction of synthetic lethality in tumor cells producing 2HG: qHTS for the HT-1080-IDH1KD cell line | HT-1080 IDH1 knockdown viability, ATP luminescence, 48 h | Potency, µM (highest dose often 46.1 µM), for inactives: at the highest dose activity, negative = toxicity, most hits filed as cytotoxic | actives 2% (n = 360,000);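 note: 0% = DMSO wells and -100% = cell-free medium wells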
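Luminescent ATP read-out (CellTiter-Glo, 10 min at room temperature) after 48 h compound exposure at 37 °C gave viability of IDH1-knockdown HT-1080 cells. Activity was normalised to DMSO and cell-free wells, then fitted as concentration-response curves.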
TDP43 rescue: qHTS of TDP-43 Inhibitors | actives 1.8% (n = 410,000) | Potency, µM (series often up to 46.1 µM), inactives show at the highest dose growth rescue (activation), actives largely listed as activators | TDP-43 expressing yeast growth rescue, BacTiter-Glo, 24 h; note: % of control where 0% means no effect; nearly all actives have a fitted effect of over 50% in size
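Yeast cells expressing TDP-43 under galactose induction are exposed to compounds for 24 hr at 30 deg C. BacTiter-Glo luminescence measures growth, so protective compounds score as activators.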
HEK293 tox: qHTS of GLP-1 Receptor Inverse Agonists: Cytotox Screen; AID 624418, 2012; Potency, µM (series often up to 38.3 µM), inactives show at the top dose activity change, negative = inhibition, hits mostly inhibitors; actives 0.13% (n = 410,000); HEK293 cAMP-luciferase reporter cells, luminescence, 24 h;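 note: loss of luciferase light is scored as toxicity; % is set by controls: 0 for no effect and ±100 for the full control effect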
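Quantitative HTS format, 1536 wells, 200 cells/uL seeded. Compounds: 23 nL, 24 h, 37 °C. Detection: luciferase reagent, luminescence at 12 min RT; decreased signal taken as cytotoxic.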
SW480 rereplic: A quantitative high throughput screen for small molecules that induce DNA re-replication in SW480 colon adenocarcinoma cells; Potency, µM (titrated, usually from 46.1 µM), without a hit: at the highest dose re-replication activation, hits mostly activators; SW480 DNA re-replication, Hoechst DNA content imaging, 48 h; AID 624297, 2012; actives 1.8% (n = 340,000); note: % of control where 0% means no effect; nearly all actives have a fitted effect of over 55% in size
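Per well, 250 cells were exposed to pinned compound for 48 hr. Nuclear DNA was visualised with Hoechst (40 min, 37 C) and total object intensity recorded by fluorescence scanning.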
KB-V1 MDR tox: qHTS assay for MDR1-selective chemotherapeutics: Primary screen using the drug-selected MDR subline cells KB-V1; actives 3.4% (n = 400,000); AID 1347076, 2019; Potency, µM (titrated, usually from 46.1 µM), inactives show at the highest dose activity change, negative = cytotoxicity, actives largely listed as cytotoxic; KB-V1 MDR cells viability, CellTiter-Glo, 72 h; note: % is set by controls: 0 for no effect and ±100 for the full control effect; nearly all actives have a fitted effect of over 60% in size
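qHTS viability screen in drug-selected KB-V1 MDR cells: 72 h compound treatment at 37 degrees C, ATP luminescence end point.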
KB-3-1 cytotox: qHTS assay for MDR1-selective chemotherapeutics: Primary screen using the parental adenocarcinoma cell KB-3-1 | KB-3-1 viability, CellTiter-Glo ATP luminescence, 72 h | Potency, µM (top dose mostly 46.1 µM), for inactives: at the highest dose activity change, negative = cytotoxic, most hits filed as cytotoxic | actives 1.4% (n = 400,000) | AID 1347075, 2019; note: % is set by controls: 0 for no effect and ±100 for the full control effect; nearly all actives have a fitted effect of over 60% in size
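Viability of parental KB-3-1 cells, measured by CellTiter-Glo luminescence, followed a 72 h incubation at 37 °C with pinned compounds in phenol-red-free DMEM containing 10% FBS.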
GLP1R ag: qHTS of GLP-1 Receptor Agonists; actives 0.007% (n = 380,000); HEK293 GLP-1R CRE-luciferase, luminescence, 4-6 h; cells express a hypersensitive GLP-1R form; Glucagon-like peptide 1 receptor (Homo sapiens), P43220; Potency, µM (highest dose often 45.6 µM), for the others: at the top dose activation, usual class: activators; AID 624172, 2012; note: % of control where 0% means no effect
Target sequence (P43220 whole entry, looked up): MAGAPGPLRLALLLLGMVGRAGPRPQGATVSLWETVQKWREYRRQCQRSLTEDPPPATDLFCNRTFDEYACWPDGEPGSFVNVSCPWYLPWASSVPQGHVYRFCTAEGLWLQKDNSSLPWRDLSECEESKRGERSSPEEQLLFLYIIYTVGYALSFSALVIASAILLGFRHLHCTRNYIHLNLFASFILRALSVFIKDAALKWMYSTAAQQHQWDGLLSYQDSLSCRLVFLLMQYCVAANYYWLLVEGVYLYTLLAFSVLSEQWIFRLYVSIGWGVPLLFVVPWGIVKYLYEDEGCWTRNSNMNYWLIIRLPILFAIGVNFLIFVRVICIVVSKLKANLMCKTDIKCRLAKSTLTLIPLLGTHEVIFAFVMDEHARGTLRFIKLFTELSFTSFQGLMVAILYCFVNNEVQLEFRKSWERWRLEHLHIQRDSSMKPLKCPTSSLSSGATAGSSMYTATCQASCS
GLP-1R inv ag: qHTS of GLP-1 Receptor Inverse Agonists (Inhibition Mode). Glucagon-like peptide 1 receptor (Homo sapiens), P43220. HEK293 GLP-1R CRE-luciferase, luminescence, 24 h; GLP-1R form is constitutively active. Potency, µM (top dose mostly 38.3 µM), for the others: at the top dose activity change, negative = inhibition, most hits filed as inhibitors. actives 1.6% (n = 410,000). AID 624417, 2012; note: % is set by controls: 0 for no effect and ±100 for the full control effect; nearly all actives have a fitted effect of over 55% in size
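Inverse agonists were sought by their lowering of basal cAMP reporter luciferase output in HEK293 cells stably carrying constitutively active human GLP-1R, after 24 h compound treatment.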
HT1080-NT tox: qHTS for induction of synthetic lethality in tumor cells producing 2HG: qHTS for the HT-1080-NT fibrosarcoma cell line. Potency, µM (series often up to 46.1 µM), without a hit: at the top dose activity, negative = less viability, most hits filed as cytotoxic. actives 1.6% (n = 360,000). HT-1080-NT fibrosarcoma viability, CellTiter-Glo ATP luminescence, 48 h. AID 686970, 2013;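 note: NT is the 2HG producing partner of a matched IDH1 knockdown line; 0% = DMSO-treated cells and -100% = media-only wells without cells; nearly all actives have a fitted effect of over 55% in size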
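A 48-hour cytotoxicity screen used HT-1080-NT cells plated 2 hours before compound delivery. ATP-based CellTiter-Glo luminescence measured viability, normalized to DMSO and no-cell controls.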
* = called active by the depositor; ? = inconclusive; · = not tested or not shown; & = joins results of further samples; [ ] = remark or other dose. Calls come from the whole dose curve; as a rule, active = well fitted curve in the direction sought with a large enough effect; inconclusive = small, poorly fitted or top-dose-only effect, or another doubt; inactive = no such curve, though single readings can be large; an effect the other way counts as inactive or inconclusive. Potency is the fitted concentration of half-maximal effect.

SMILES	HT1080 IDH1KD tx	TDP43 rescue	HEK293 tox	SW480 rereplic	KB-V1 MDR tox	KB-3-1 cytotox	GLP1R ag	GLP-1R inv ag	HT1080-NT tox
CCC(C)C(NC(=O)c1ccccc1NC(=O)c1ccc(OC)cc1)C(=O)NCCCn1ccnc1 (centres undefined)	3%	-1%	4%	-3%	1%	4%	9%	10%	-1%
Cc1cc(C)n(-c2nnc(NC(C)(C)C)nn2)n1	5%	-9%	-12%	10%	-17%	9%	1%	9%	2%
CC(OC(=O)c1cnccn1)C(=O)Nc1nc(-c2cccc([N+](=O)[O-])c2)cs1 (centres undefined)	-2%	23%	1%	-9%	?	-2%	5%	59%[activator]	5%
CCOC(=O)c1[nH]c(C)c(CCC(=O)O)c1C	5%&2%	18%&11%	-12%&7%	1%&-13%	11%&1%	25%&20%	-8%&3%	-1%&29%	6%&-2%
O=C(OCc1nc(-c2ccccc2Cl)no1)c1ccco1	0%	?	6%	-4%	44%	13%	0%	16%	6%
COCCNC(=O)C1CCCN(c2nn3c(=O)cc(C)nc3s2)C1 (centres undefined)	-6%	-7%	66%[activator]	-3%	-8%	3%	-10%	1%	-1%
Cc1nn(C)cc1CNC(=O)CCC(=O)O	11%	-3%	-2%	-2%	-5%	0%	-1%	?	12%
O=C(COc1ncnc2ccccc12)Nc1ccccc1[N+](=O)[O-]	3%	-15%	-1%	-6%	-20%	-10%	11%	-22%	2%
O=C(c1ccc(Cl)c(S(=O)(=O)N2CCOCC2)c1)N1CCc2ccccc2C1	-13%	16%	20%	1%	3.7µM*	21µM*	0%	-22%	0%
O=C(CC[C@H]1O[C@@H](n2cnc3c(NC(=O)c4ccccc4)ncnc32)[C@H](O)[C@@H]1O)NCCCN1CCCC1=O	2%	0%	1%	·	4%	0%	15%	17%	-1%
Cn1nnnc1SCCNCc1ccccc1OCc1ccccc1Cl	-15%	-2%	?	-1%	?	-11%	17%	?	?
NC(=O)c1oc2ccccc2c1NC(=O)C1COc2ccccc2O1 (centres undefined)	-21%	15%	15%[0.307 µM]	-7%	-7%	0%	-4%	-7%[0.307 µM]	0%
CCOC(=O)C1CCN(C(=O)Cn2c(=O)cc(C)c3c(C)nn(C)c32)CC1	·	17%	-2%	·	?	0%	·	3%	·
O=C(Nc1ccc(Cl)cc1)c1cccs1	-4%	?	-12%	-17%	1%	-10%	-2%	?	6%
CCCN(CC(=O)Nc1ccc(F)c(F)c1F)CC(=O)Nc1c(Cl)cccc1Cl	3%	3%	-15%	?	18µM*	10%	20%	-23%	3%
Cc1ccc(Cn2c(=O)n(Cc3ccco3)c(=O)c3ccccc32)cc1	-9%	-2%	-11%	-4%	-4%	-8%	-1%	0%	2%
O=C(Nc1ccsc1C(=O)O)c1cccc(C(F)(F)F)c1	-14%	-6%	-25%	-13%	2%	-15%	-1%	0%	-11%
CCc1nc2c(OCc3ccc(F)c(F)c3)cccn2c1N(C)C(=O)CC(C)C	1%	30%	3%	·	6%	0%	-5%	-18%	11%
COc1ccc2nc(C)c(C(N)=O)cc2c1	15%	-2%	8%	-4%	2%	-6%	-15%	14%	10%
COc1ccc2cc(CN(CC3CCCO3)S(=O)(=O)c3ccccc3Cl)c(=O)[nH]c2c1 (centres undefined)	0%	11%	-15%	?	-18%	4%	7%	-20%	-16%
CCCCN(CC)Cc1c(O)ccc2c(-c3ccccc3)cc(=O)oc12	-3%	18%	138%[activator]	?	-25%	0%	4%	-16%	-1%
CC1CC(=O)Nc2ccccc2N1 (centres undefined)	4%	-24%	2%	4%	-16%	-4%	10%	18%	-3%
COc1ccccc1C(=O)Nc1cc2cc(Cl)ccc2oc1=O	-8%	11%	0%	0%	-21%	-14%	-1%	4%	-11%
CC(=O)c1ccccc1OC(=O)COc1ccc([N+](=O)[O-])cc1	0%	16%	1%	-1%	-1%	-8%	-1%	10%	16%
COc1ccc(NC(=S)N/N=C/c2cccn2Cc2ccc(F)cc2Cl)cc1	-11%	22%	?	-4%	?	?	16%	?	-15%
CC(=O)Nc1ccc(NC(=O)COc2ccc(S(=O)(=O)N3CCCC3)cc2C)cc1	1%	-7%	-5%	-14%	?	2%	9%	19%	5%
Clc1ccc2ncc(-c3nnnn3-c3ccccc3)c(-c3ccccc3)c2c1	?	?	?	?	-30%	?	2%	?	21µM*
COc1ccc(-c2nc(SCC(=O)Nc3ccccc3)c(-c3ccc(F)cc3)[nH]2)cc1OC	·	-13%	-15%	·	-9%	-14%	·	?	·
Cc1cc(Nc2cccc([N+](=O)[O-])c2)c2cccc(C)c2n1	-28%	-18%[1.82 µM]	?	-6%	-11%	-17%	16%	1%	?
CCCCn1c(N)c(N(CC(C)C)C(=O)c2ccc(OC)c(S(=O)(=O)N3CCOCC3)c2)c(=O)[nH]c1=O	14%	21%	0%	-4%	1%	1%	-15%	8%	6%
Cc1ccc(C2C(C(=O)c3cc4ccccc4o3)=C(O)C(=O)N2CCN(C)C)o1 (centres undefined)	23%	-9%	9%	10%	5%	-12%	2%	5%	-7%
Cc1ccc(-n2ncc3c(=O)n(CC(=O)N(C)C)cnc32)cc1	0%	-13%	9%	3%	8%	-1%	-6%	-4%	5%
O=C(/C=C/c1ccc(Br)cc1)N1CCN(Cc2ccccc2)CC1	0%	-4%	-1%	-3%	?	0%	17%	?	0%
Cc1ccc(CCNS(=O)(=O)c2ccc3c(c2)C(C)(C)C(=O)N3C)cc1	-2%	2%	1%	-12%	-17%	1%	-7%	31%[activator]	1%
CCOC(=O)CSc1nc2ccccc2c(=O)n1C	14%	11%	14%	1%	11%	10%	21%	34%[activator]	22%
CCC(=O)NC(=S)Nc1ccc(N2CCN(C(=O)c3ccc(Cl)cc3)CC2)cc1	-10%	-23%[0.397 µM]	-1%	23%	-18%	-3%	17%	?	-29%
CCOC(=O)c1[nH]c2cc3c(cc2c1NC(=O)CN1CCC2(CC1)OCCO2)OCO3	14%	7%	-17%	-1%	-11%	16%	10%	-6%	13%
O=C(NCc1ccco1)C1CCCN(S(=O)(=O)c2ccc(-n3cnnn3)cc2)C1 (centres undefined)	-16%	0%	-2%	-3%	22%	-2%	4%	10%	-6%
Cc1ccc(C(=O)NCC(c2ccco2)N2CCc3ccccc3C2)cc1 (centres undefined)	0%	-1%	11%	-13%	?	-19%	1%	?	4%
COC(=O)c1ccccc1S(=O)(=O)NNC(=O)Nc1ccccc1	15%	-14%	0%	-5%	7%	-1%	-4%	?	10%
Nc1ccc(-c2nc3ccc(N)cc3s2)cc1	-20%	-12%	22%	?	-7%	-22%	-4%	?	-25%
N#Cc1c(-c2ccco2)nc(SCc2ccc(F)cc2)[nH]c1=O	?	-19%	-16%	7%	-20%	-15%	-1%	2%	?
COC(=O)C1=C(C)NC(=O)/C1=C\c1ccco1	2%	-7%	-12%	0%[9.22 µM]	-17%	0%	-3%	55%[activator]	0%
Cc1cccn2cc(CNS(=O)(=O)c3cccc(F)c3)nc12	10%	16%	1%	-17%	-2%	-3%	3%	0%	6%
C=CCNC(=O)c1ccc(C)c(Br)c1	11%	3%	-3%	0%	7%	0%	20%	1%	10%
COc1ccc(C(=O)N/C(=C/c2ccc(Cl)cc2)C(=O)Nc2ccc(C(=O)O)cc2)cc1	8%	23%	0%	7%	29%	6%	-4%	6%	6%
CCOc1ccc(-n2c(SCc3cc(=O)oc4cc(C)ccc34)nnc2-c2cccnc2)cc1	14%	3%	-16%	2%	?	18%	10%	-12%	7%
CCN(Cc1cnn(C)c1)C(=O)c1ccc2nc(Cc3ccccc3F)oc2c1	3%	17%	-28%	·	?	-1%	-6%	9%	9%
CSCCC(NC(=O)c1ccc(C)o1)C(=O)O (centres undefined)	22%	13%	-5%	-3%	-2%	2%	-15%	4%	25%
Cc1ccc(C(=O)OCN2C(=O)c3ccccc3C2=O)c(O)c1	9%	14%	9%	-13%	0%	19%	-5%	7%	3%
CCCc1c(C(=O)N/N=C/c2c(OC)ccc3ccccc23)nnn1-c1nonc1N	0%	24%	-6%	17%	10%	8%	2%	11%	0%
CC(=O)Nc1ccc(S(=O)(=O)N2CCN(Cc3csc(C)n3)CC2)cc1	1%	-1%	5%	-4%	18%	6%	-4%	2%	6%

Copied from the list:
In KB-3-1 cytotox, `Cn1nnnc1SCCNCc1ccccc1OCc1ccccc1Cl` is listed with -11%
In TDP43 rescue, `Cc1ccc(CCNS(=O)(=O)c2ccc3c(c2)C(C)(C)C(=O)N3C)cc1` is listed with 2%

Ordered by length of the SMILES (high to low): some entries from above.
SMILES	HT1080 IDH1KD tx	TDP43 rescue	HEK293 tox	SW480 rereplic	KB-V1 MDR tox	KB-3-1 cytotox	GLP1R ag	GLP-1R inv ag	HT1080-NT tox
CC(=O)c1ccccc1OC(=O)COc1ccc([N+](=O)[O-])cc1	0%	16%	1%	-1%	-1%	-8%	-1%	10%	16%
O=C(COc1ncnc2ccccc12)Nc1ccccc1[N+](=O)[O-]	3%	-15%	-1%	-6%	-20%	-10%	11%	-22%	2%
Cc1ccc(C(=O)OCN2C(=O)c3ccccc3C2=O)c(O)c1	9%	14%	9%	-13%	0%	19%	-5%	7%	3%
O=C(OCc1nc(-c2ccccc2Cl)no1)c1ccco1	0%	?	6%	-4%	44%	13%	0%	16%	6%

Source: PubChem (National Center for Advancing Translational Sciences (NCATS))
